# Bioassay records: PubChem, several laboratories
# MK inhibit – inhibitors of Streptococcus pneumoniae mevalonate kinase; purified MK, PK/LDH-coupled NADH absorbance 340 nm; inhibition, % at 10 µM; actives 0.48% (n = 65,000);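 active = ranked among the strongest by inhibition in the single 10 µM screen, a fixed top-ranked set picked for dose follow-up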; note: no value below 0 was filed
# Spn PMK inh – inhibitors of Streptococcus pneumoniae phosphomevalonate kinase; purified PMK, PK/LDH-coupled NADH absorbance 340 nm; inhibition, % at 10 µM; actives 0.49% (n = 65,000); AID 539;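 active = top-ranked compounds by inhibition in the single 10 µM screen, taking a fixed number of the strongest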;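 note: 0% = full reaction with DMSO carrier and 100% = background rate without enzyme reaction; no value below 0 was filed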
# HPDE-C7K KRASV12 – viability loss of HPDE-C7K cells – cell-based, fluorescence, HTS, primary screen (AID 431); HPDE-C7K KRASV12 cells, Alamar Blue viability, 48 h; higher % means a stronger effect; one-dose cytotoxicity, % at 10 µM; EC50 in µM for titrated hits; actives 1.7% (n = 63,000);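 active = compounds whose percent cytotoxicity in the single-dose primary screen, scaled between solvent and toxic-drug controls, exceeds 50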;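 note: 0% = DMSO solvent wells and 100% = doxorubicin-treated wells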
# Spn DPM-DC inh – inhibitors of Streptococcus pneumoniae diphosphomevalonate decarboxylase. purified DPM-DC, PK/LDH coupled NADH fluorescence. calls only at 10 µM. actives 0.49% (n = 65,000). AID 556;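 active = the 320 compounds with the highest percent inhibition in the single-dose primary screen, excluding strongly autofluorescent ones, cut at about 32% in these data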;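 note: kinetic rate of NADH fluorescence loss reporting ADP formed by the decarboxylase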
# HT1080 viability – HT1080 cell viability loss – fluorescence readout (AID 620); HT1080 viability, fluorescence; higher % means a stronger effect; cytotoxicity, % at 10 µM; hits with a dose series show EC50 in µM; actives 0.42% (n = 87,000);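 note: cells exposed to compound overnight then 4 h with Alamar Blue; 0% = vehicle DMSO and 100% = killing control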
# Alkaline phosphatase – inhibition of tissue-nonspecific alkaline phosphatase – biochemical, luminescent (AID 518); actives 0.09% (n = 64,000); purified TNAP enzyme, luminescent substrate readout; higher % means a stronger effect; one-dose inhibition, % at 20 µM; IC50 in µM for titrated hits; in the data active = a potency from the dose series; inactive = the rest, 99 in 100 with inhibition below about 22%;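 note: plate controls were vehicle for no effect and reference inhibitor for full effect; many of its hits are not listed in these tables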
# HPDE-C7 cytotoxicity – HPDE-C7 pancreatic duct cell viability loss – fluorescence, HTS (AID 430). HPDE-C7 pancreatic duct cells viability, fluorescence; higher % means a stronger effect. one-dose cytotoxicity, % at 10 µM; EC50 in µM for titrated hits. actives 1.8% (n = 63,000);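 note: cells exposed to compound for 48 hours before viability readout; 0% = vehicle and 100% = reference cytotoxic drug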
# LYP phosphatase – inhibition of human PTPN22 tyrosine phosphatase – biochemical, DiFMUP fluorescence, recombinant catalytic domain, 10 µM, primary screen (AID 606); recombinant LYP catalytic domain, DiFMUP fluorescence; higher % means a stronger effect; inhibition, % at 10 µM; hits with a dose series show IC50 in µM; 52,000 tested, under 10 active;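 active = IC50 under 40 µM in the dose-response test; inactive = IC50 of 40 µM or more, or never dose-tested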
# Bfl-1 inhibitors – displacement of Bid BH3 peptide from Bfl-1 – biochemical, fluorescence polarization, FITC-Bid, mouse, primary screen (AID 432); FITC-Bid BH3 peptide fluorescence polarization displacement; higher % means a stronger effect; displacement, % at 20 µM, or IC50 in µM where a hit was titrated; actives 0.02% (n = 64,000); in the data active = a potency from the dose series; inactive = the rest, 99 in 100 with displacement below about 15%; note: strong numbers were not always called active
# Spn PMK inh pilot replicates – further read-out of Spn PMK inh, marked with its call; inhibition, %; measured here: pilot screen replicates
# MK inhibit pilot replicates – also measured in MK inhibit; calls as there; inhibition, %; measured here: pilot screen replicates
# Spn DPM-DC inh pilot screen % – recorded beside Spn DPM-DC inh, whose call it bears; inhibition, %; measured here: pilot screen trials
# The depositor's hits bear a star; i = inactive; x = not tested or not shown. Cut-off read from the data, not from the text of the source, unless noted: active = cytotoxicity above about 50%; inactive = the rest.
SMILES,MK inhibit,Spn PMK inh,HPDE-C7K KRASV12,Spn DPM-DC inh,HT1080 viability,Alkaline phosphatase,HPDE-C7 cytotoxicity,LYP phosphatase,Bfl-1 inhibitors,others
O=C(NCc1ccco1)C(c1ccccc1F)N(CC1CCCO1)C(=O)Cn1nnc2ccccc21 (stereo not drawn),2,0,-13%,i,-12%,4%,-26%,-2%,2%,
CCCS(=O)(=O)N1CCCC(C(=O)NCCCN2CCN(c3ccccc3F)CC2)C1 (stereo not drawn),0,11,-6%,i,35%,6%,4%,x,5%,
COC(=O)C1CCN(C(c2cc(OC)c(OC)c(OC)c2)c2sc3nc(C)nn3c2O)CC1 (stereo not drawn),4,7,-9%,i,2%,1%,-19%,2%,6%,
CC(Sc1nncn1C)C(=O)Nc1ccccc1-c1ccccc1 (stereo not drawn),4,4,-4%,i,5%,5%,-5%,x,0%,
C=CCn1c(C)cc(C(=O)CSc2nc3ccccc3c(=O)[nH]2)c1C,0,11,6%,i,-2%,12%,13%,-11%,4%,Spn PMK inh pilot replicates=5.0;MK inhibit pilot replicates=0.0;Spn DPM-DC inh pilot screen %=0.0
Cc1c(NC(=O)c2ccc3c(c2)OCO3)cccc1-c1nc2ncccc2o1,0,3,6%,i,-1%,6%,-4%,7%,-11%,
CCOC(=O)c1ccc(NC(=O)c2cc(S(=O)(=O)N3CCOCC3)ccc2O)cc1,12,4,-1%,i,49%,5%,3%,16%,-2%,
CCCNC(=O)Cc1ccsc1,4,14,-10%,i,-2%,0%,-6%,5%,0%,
CCOC(=O)C1CCCN(CC(O)COc2ccc(OC)cc2C(C)(C)C)C1 (stereo not drawn),27,17,-14%,i,-1%,8%,-7%,-17%,-4%,
CC(C)n1c2ccccc2c2nnc(SCC(=O)OCN3C(=O)c4ccccc4C3=O)nc21,5,13,-11%,i,-7%,3%,-13%,8%,4%,
CCn1c(=O)cc(OCC(=O)NCCCN2CCN(c3cccc(Cl)c3)CC2)c2ccccc21,1,14,5%,i,12%,6%,8%,5%,0%,
COc1ccc(S(=O)(=O)NCC(c2cccnc2)N2CCN(c3ccccc3)CC2)cc1C (stereo not drawn),0,15,-5%,i,x,6%,-6%,6%,-2%,
CCOc1ccc(NC2c3ccccc3C(=O)N2c2ccc(Cl)cn2)cc1 (stereo not drawn),4,7,1%,i,1%,3%,3%,x,8%,
CCC(=O)Nc1cnc(NC(=O)c2cccc(F)c2)cc1C,1,20,4%,i,5%,8%,-6%,5%,-2%,
O=C(NC1=NCCS1)c1cccs1,7,12,-16%,i,26%,16%,-13%,6%,0%,
O=C(CN1CCC(NC(=O)c2ccccc2)CC1)NCc1ccccc1F,0,1,3%,i,-2%,6%,6%,x,17%,
CCOc1cccc(-c2nn3c(-c4cc(C)[nH]n4)nnc3s2)c1,5,7,-14%,i,-1%,-9%,-7%,-9%,-2%,
COc1ccccc1NC(=O)Cn1nnc(-c2ccccc2NC(=O)c2ccco2)n1,3,18,8%,i,2%,14%,15%,-9%,17%,Spn PMK inh pilot replicates=2.0;MK inhibit pilot replicates=0.0;Spn DPM-DC inh pilot screen %=3.5
O=C(O)CCC(=O)N1CCN(c2ccccn2)CC1,2,9,0%,i,0%,6%,-5%,x,-1%,
CCOC(=O)C(C)(C)C(=O)C(C)(C)C(O)c1ccccn1 (stereo not drawn),3,0,12%,i,2%,3%,6%,10%,-1%,
Clc1ccc(-n2ncc3c(NCc4ccccn4)ncnc32)cc1,7,2,1%,i,-4%,5%,9%,9%,0%,
CCN(CC)S(=O)(=O)c1ccc2oc(SCC3CN=C(c4ccc(OC)cc4)S3)nc2c1 (stereo not drawn),0,11,6%,i,0%,0%,3%,13%,2%,
O=C(CN1CCN(S(=O)(=O)c2ccccc2)CC1)Nc1ccc2c(c1)OCO2,0,10,-12%,i,4%,5%,-10%,11%,0%,
CN(CC(=O)N1CCCCC1)S(=O)(=O)c1cccc2cccnc12,10,5,20%,i,-3%,15%,16%,12%,0%,Spn PMK inh pilot replicates=1.5;MK inhibit pilot replicates=2.0;Spn DPM-DC inh pilot screen %=0.0
O=C1OCCC1Sc1ncnc2sccc12 (stereo not drawn),4,9,14%,i,1%,23%,17%,7%,-9%,Spn PMK inh pilot replicates=1.5;MK inhibit pilot replicates=6.5;Spn DPM-DC inh pilot screen %=1.0
# (cont.)
SMILES,MK inhibit,Spn PMK inh,HPDE-C7K KRASV12,Spn DPM-DC inh,HT1080 viability,Alkaline phosphatase,HPDE-C7 cytotoxicity,LYP phosphatase,Bfl-1 inhibitors,others
Cc1ccc(C)c(N2CCN(C(=O)CCNC(=O)Cn3ccc4ccccc4c3=O)CC2)c1,0,0,x,i,4%,6%,x,-2%,-4%,
CCC(C)NC(=O)C1CCN(S(=O)(=O)c2cccnc2)CC1 (stereo not drawn),2,0,2%,i,x,9%,-1%,-13%,1%,
O=C(Nc1ccc(NC(=O)C2CCCCC2)cn1)c1ccco1,4,5,-27%,i,10%,5%,-18%,7%,4%,
Cc1ccc(Cn2ccc(NC(=O)c3noc4c3CCCC4)n2)cc1,10,9,-19%,i,-5%,6%,-2%,2%,10%,Spn PMK inh pilot replicates=6.0;MK inhibit pilot replicates=4.5;Spn DPM-DC inh pilot screen %=2.5
CCc1nnc(SCc2ccc(C(=O)OC)o2)n1N,15,8,15%,i,2%,7%,2%,18%,-9%,
CC(=O)Nc1nc2c(ncn2COCCOC(C)=O)c(=O)[nH]1,5,0,-3%,i,7%,6%,-11%,x,-9%,
Cc1ccc(S(=O)(=O)NC2(C(F)(F)F)C(=O)Nc3c2c(=O)n(C)c(=O)n3C)cc1 (stereo not drawn),4,1,0%,i,x,5%,7%,4%,3%,
CCCCOc1ccccc1Cn1c(=O)oc2ccc(C)cc21,11,8,x,i,-18%,x,x,2%,x,
CCOC(=O)N1CCC(NC(=O)c2cc(-c3ccc(F)cc3)[nH]c2C)CC1,0,3,-15%,i,3%,-1%,-4%,-1%,3%,
CCCC(=O)Nc1ncnc2c1ncn2[C@@H]1O[C@@H]2COP(=O)(O)O[C@H]2[C@H]1OC(=O)CCC,4,6,-9%,i,-6%,9%,-16%,-1%,6%,Spn PMK inh pilot replicates=0.5;MK inhibit pilot replicates=0.0;Spn DPM-DC inh pilot screen %=0.0
C=CCNC(=O)CCCc1ccccc1,0,0,-12%,i,-2%,4%,-14%,10%,1%,
COc1ccc(N2C(=O)C3CCCN3C2c2ccc(C)cc2)cc1 (stereo not drawn),3,0,2%,i,-4%,12%,9%,8%,2%,
CCCn1c(-c2cccs2)nc2ccccc21,10,0,x,x,-3%,14%,x,12%,5%,
CCSc1nnc(NC(=O)c2cc(C)oc2C)s1,3,5,10%,i,1%,9%,12%,5%,4%,Spn PMK inh pilot replicates=7.0;MK inhibit pilot replicates=5.5;Spn DPM-DC inh pilot screen %=4.5
O=C(Cn1cc2c(n1)CCCC2)Nc1ccccc1Cl,3,8,-7%,i,0%,5%,-3%,1%,1%,
COc1cccc(C2C(C#N)=C(N)Oc3cc(C)[nH]c(=O)c32)c1OC (stereo not drawn),0,2,-3%,i,0%,4%,6%,x,-1%,
C=CCn1c(Cc2cccs2)nnc1SCC(=O)Nc1ccc(C(=O)OCC)cc1,8,10,-4%,i,2%,4%,11%,5%,-3%,
O=c1c(-c2ccc(Cl)cc2)[n+]([O-])c2ccccc2n1O,3,3,8%,i,6%,18%,4%,-3%,1%,
Cc1cc(NC(=O)CSc2ncnc3sc4c(c23)CCC(C)C4)no1 (stereo not drawn),6,10,-8%,i,-5%,5%,-6%,x,-11%,

# Quoted at random: 6 entries already listed, in no set order.
SMILES,MK inhibit,Spn PMK inh,HPDE-C7K KRASV12,Spn DPM-DC inh,HT1080 viability,Alkaline phosphatase,HPDE-C7 cytotoxicity,LYP phosphatase,Bfl-1 inhibitors,others
O=C(Cn1cc2c(n1)CCCC2)Nc1ccccc1Cl,3,8,-7%,i,0%,5%,-3%,1%,1%,
CC(=O)Nc1nc2c(ncn2COCCOC(C)=O)c(=O)[nH]1,5,0,-3%,i,7%,6%,-11%,x,-9%,
O=c1c(-c2ccc(Cl)cc2)[n+]([O-])c2ccccc2n1O,3,3,8%,i,6%,18%,4%,-3%,1%,
CCCn1c(-c2cccs2)nc2ccccc21,10,0,x,x,-3%,14%,x,12%,5%,
O=C(Nc1ccc(NC(=O)C2CCCCC2)cn1)c1ccco1,4,5,-27%,i,10%,5%,-18%,7%,4%,
Cc1ccc(Cn2ccc(NC(=O)c3noc4c3CCCC4)n2)cc1,10,9,-19%,i,-5%,6%,-2%,2%,10%,Spn PMK inh pilot replicates=6.0;MK inhibit pilot replicates=4.5;Spn DPM-DC inh pilot screen %=2.5
